Screens from PubChem BioAssay.
Yfh1-off respiration – mitochondrial function rescue without frataxin homolog – Friedreich's ataxia, plus single-dose screen, dose response (AID 1465); S. cerevisiae Yfh1-off respiration, WST-1 reduction, 72 h; higher fold induction means a stronger effect; fold induction at 50 µM, or EC50 in µM where a hit was titrated; 220,000 compounds, 0.074% hits;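 active means fold induction of absorbance versus untreated yeast above a set limit, then at least 30% activation at any dose in follow-up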;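 further: activators that raise dye reduction in frataxin-depleted yeast; strong numbers were not always called active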
Autophagy HCS – autophagy modulation, high-content screen; 190,000 compounds, 0.98% hits; MEF GFP-LC3 puncta imaging; test concentration mostly 10 µM; calls only at 10 µM (by protocol);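 active means percentage of spot-positive cells more than 3 SD above its plate mean, without a fluorescence outlier flag or 80% toxicity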;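 further: spot-positive cell cutoff set from DMSO-treated cells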
Dynein cargo inh – dynein cargo transport inhibition; 3617.4 mouse cells, GR-EGFP nuclear translocation imaging; test concentration mostly 20 µM; stimulated with dexamethasone, 1 µM; hits give low values; z-score, hits read low; 220,000 compounds, 0.47% hits;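 active means plate z-score of nuclear minus cytoplasmic receptor signal below a set negative limit, without overly bright fluorescence or cell loss, cut at about -3.5 in these data, passing the limit was not always enough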;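 further: z-score of nuclear minus cytoplasmic ring GR-EGFP intensity difference per well; some compounds called inactive have numbers as strong as hits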
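Also added – dexamethasone, 1.0 µM final · Buffer or medium – tet-free, stripped-serum medium · Schedule – induction 48 h, compound 1 h, agonist 30 min · Detection – formaldehyde fixation, Hoechst nuclear stain, 10x automated fluorescence imaging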
Insulin prom up – MIN6 insulin promoter up-regulation | MIN6 insulin promoter-GFP reporter, high-content imaging; hits give high values | z-score at 5 µM | 190,000 compounds, 0.3% hits | AID 1625;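 active means z-score above 3 at 5 µM with at least 500 cells counted in the well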
MT stabilize HCS – microtubule stabilizers in HeLa cells; HeLa tubulin immunostaining HCS, 24 h; share of cells brighter than vehicle mean+2SD; % tubulin-high responders, % at 10 µM; 200,000 compounds, 0.83% hits;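 active means plate Z-score above 3 for both tubulin-high and condensed-nucleus cell shares, with cell loss under 80%, at 10 µM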;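 further: anti alpha tubulin signal scored within the nucleus-defined area of each cell; some results filed as inactive read as strong as hits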
NOD2 inhibition – inhibition of NOD2-driven NF-kB reporter – cell-based, luminescence, uHTS, HEK293 (AID 1566). HEK293 NOD2/NF-kB luciferase reporter, luminescence; higher % means a stronger effect. inhibition, % at 4 µM, or EC50 in µM where a hit was titrated. 290,000 compounds, 0.63% hits; in the data active means inhibition above about 50%; further: many of its hits are not listed in these tables
bCat nuc transl – modulators of beta-catenin nuclear translocation; AID 1665; 190,000 compounds, 0.3% hits; HeLa beta-catenin nuclear translocation, immunofluorescence imaging; nuclear translocation activity, % at 5 µM;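 active means nuclear translocation activity above 50% at 5 µM, with a well cell count of 50 or more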;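 further: per-cell ratio of nuclear to cytoplasmic median beta-catenin stain intensity; plate controls were DMSO negative control for no effect and GSK-3 inhibitor IX positive control for full effect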
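Test system: human HeLa cell line; Doses: 5 µM primary, 0.02–20 µM confirmation; Incubation: 24 h compound exposure, 37°C; Detection: beta-catenin immunofluorescence imaging with DAPI; Read-out: beta-catenin nuclear/cytoplasmic ratio, % activation.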
NOD1 inhibition – inhibition of NOD1-driven NF-kB reporter – cell-based, luminescence, uHTS, primary screen (AID 1578); NOD1-driven NF-kB luciferase reporter cells, luminescence; higher % means a stronger effect; one-dose inhibition, % at 4 µM; EC50 in µM for titrated hits; 290,000 compounds, 1% hits; in the data active means inhibition mostly above about 36%, no sharp cut-off; inactive means mostly below about 34%;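 further: HEK-293T reporter cells stimulated with the NOD1 agonist gamma-tri-DAP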
P. falciparum M17LAP – P. falciparum M17LAP inhibitors, primary screen, biochemical, fluorogenic H-Leu-NHMec substrate, 1536-well (AID 1619) | recombinant M17LAP, H-Leu-NHMec fluorogenic kinetic assay; higher % means a stronger effect | inhibition, % at 30 µM; hits with a dose series show IC50 in µM | 220,000 compounds, 0.38% hits;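 active means compound inhibiting the enzyme by more than half at any dose during confirmatory dose-response retesting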;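 further: plate controls were full reaction with DMSO carrier for no effect and no enzyme background for full effect; strong numbers were not always called active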
Dynein cargo inh cytoplasmic EGFP – further read-out of Dynein cargo inh, marked with its call; z-score; measured here: cytoplasmic GR-EGFP intensity; hits give high values
Dynein cargo inh nuclear GR-EGFP – further read-out of Dynein cargo inh, marked with its call; z-score; measured here: nuclear GR-EGFP intensity;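 lower value marks the stronger effect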
Dynein cargo inh cell count – second read-out of Dynein cargo inh, no call of its own (marks repeat the call); z-score; measured here: cell count per field
Insulin prom up cell count – recorded beside Insulin prom up, whose call it bears; cell count; measured here: cytotoxicity, nuclei count;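 total cells summed across four imaged fields per well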
bCat nuc transl cell count 5 µM – second read-out of bCat nuc transl, no call of its own (marks repeat the call); cell count; measured here: cell count, cytotoxicity flag
MT stabilize HCS Hoechst-high % – recorded beside MT stabilize HCS, whose call it bears; % Hoechst-high responders; measured here: nuclear condensation Hoechst responders;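 share of cells brighter than vehicle mean plus two SD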
MT stabilize HCS cytotoxicity % – recorded beside MT stabilize HCS, whose call it bears; toxicity, %; measured here: cytotoxicity by cell density;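 0% = mean cell density of plate MIN control wells and 100% = no cells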
Autophagy HCS cell loss 18 h – further read-out of Autophagy HCS, marked with its call; toxicity, %; measured here: cell loss, nuclei count;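 cell loss after 18 h compound exposure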
Active calls of the source: *; i = inactive; / = no result given. Some of the compounds tested. The share of hits here may be higher or lower than overall.

SMILES	Yfh1-off respiration	Autophagy HCS	Autophagy HCS cell loss 18 h	Dynein cargo inh	Dynein cargo inh cytoplasmic EGFP	Dynein cargo inh nuclear GR-EGFP	Dynein cargo inh cell count	Insulin prom up	Insulin prom up cell count	MT stabilize HCS	MT stabilize HCS Hoechst-high %	MT stabilize HCS cytotoxicity %	NOD2 inhibition	bCat nuc transl	bCat nuc transl cell count 5 µM	NOD1 inhibition	P. falciparum M17LAP
Cc1ccc(NC(=O)OCCNC(=O)c2ccncc2)cc1	i	i	0	0.89	-0.33	-0.012	0.33	-0.45	1334	2.0	1.9	3.8	15%	-0.6	1183	-31%	-2%
CCCC(=O)Nc1nn(C)c2nc3c(C)cccc3cc12	i	i	-7	-0.028	-0.43	0.14	0.6	0.79	1041	4.1	2.6	1.8	17%	3.4	665	2%	-3%
CCOC(=O)CCSc1nc(C)c2cc(C)ccc2n1	i	i	1	-0.57	0.25	0.061	1.3	/	/	1.9	1.4	7.5	-33%	0.3	1166	-41%	4%
Cc1nn2c(NCCCN(C)C)c3c(nc2c1-c1ccccc1)CCCC3	i	/	/	1.9	-0.15	0.85	-0.38	-0.14	1009	/	/	/	-2%	1.1	1214	-10%	3%
Cc1cccc(C)c1NC(=O)C(NC(=O)CN1C(=O)c2ccccc2C1=O)c1ccccc1 (stereo not given)	i	i	3	-0.0068	-0.24	0.19	-0.5	-0.04	1548	5.2	2.7	4.0	6%	-2.1	1168	-30%	-9%
COc1ccc(F)cc1C(=O)C1CCCN(C(=O)c2cccc(N(C)C)c2)C1 (stereo not given)	i	i	28	2.6	-0.26	1.1	-1	0.11	1398	4.6	1.5	3.4	10%	-2.9	1178	-17%	-1%
NC(=O)CC[C@@H]1NC(=O)[C@@H]2CCCN2C(=O)c2cc([N+](=O)[O-])cc(I)c2NCCC[C@@H](C(=O)NC(CC(=O)O)C(N)=O)NC1=O (stereo not given in full)	i	i	-14	2	-0.065	1.2	-1.8	0.5	1333	2.6	1.8	5.0	9%	/	/	-23%	30%
COc1ccccc1/C=N/NC(=Nc1ccc(C)cc1)c1nc2ccccc2s1	/	i	4	-0.27	-0.16	0.16	0.59	0.67	1372	2.9	1.6	5.0	-47%	-3.1	1390	9%	-2%
CCNC(=O)C(CCSC)NS(=O)(=O)c1ccc(C)cc1 (stereo not given)	i	/	/	-0.13	-0.29	-0.11	1.3	0.58	971	/	/	/	25%	0.7	1376	-1%	-16%
COC(=O)\C(C(C)=O)=C(/C=C/C=C/C=C/N(C)C)N(C)C	i	i	-10	-0.31	-0.18	0.6	-0.11	-0.31	1541	2.7	1.5	6.9	21%	-1.1	1426	3%	-5%
COc1cccc(OC)c1Nc1nc(C)nc2c1nnn2Cc1ccccc1Cl	i	i	14	-0.051	0.25	0.28	0.24	-0.38	1638	1.4	1.0	1.4	2%	0.0	932	-33%	/
COCCCn1c(SCC(=O)Nc2ccc(C(=O)OC)cc2)nc2ccccc2c1=O	i	i	3	0.33	-0.49	-0.014	0.02	2.1	1231	3.2	1.5	6.4	-9%	2.0	772	3%	3%
O=C(c1ccc(Cl)c([N+](=O)[O-])c1)N(Cc1ccc(Cl)cc1)C1CCS(=O)(=O)C1 (stereo not given)	i	i	6	-0.17	-0.2	-0.42	0.093	-0.67	1240	1.9	4.3	10.0	0%	-2.0	559	-30%	1%
CCn1c(=O)cc(SCC(=O)NCc2cccnc2)c2ccccc21	i	i	16	0.66	-0.077	0.086	-0.069	3	1534	2.4	3.6	6.2	-8%	0.2	1241	2%	0%
Cc1ccc(CNC(=O)C2CCCN(c3nc(C)cc(C)n3)C2)cc1 (stereo not given)	i	i	-11	-0.38	-0.21	-0.0057	0.56	0.14	1610	3.5	2.0	12	0%	-0.6	1532	-28%	-9%
NC(=O)C(c1ccccc1)c1ncc(C(F)(F)F)cc1Cl (stereo not given)	i	i	17	1	-0.2	0.041	-0.66	/	/	1.0	1.5	4.6	13%	/	/	4%	5%
CC(=O)c1ccc(N2Cc3ccccc3C3(CCOCC3)C2=N)cc1	i	i	0	0.16	-0.24	-0.17	0.24	/	/	3.2	1.8	5.3	-8%	0.2	1530	-10%	6%
Cc1cc(NC(=O)CN2C(=O)NC(CCc3ccccc3)C2=O)no1 (stereo not given)	i	i	14	0.56	-0.3	0.31	0.47	/	/	2.8	1.7	1.8	2%	-0.6	595	-28%	-6%
CCOc1ccc(S(=O)(=O)n2cnc3cc(C)c(C)cc32)cc1	i	i	-11	1.4	1.3	0.81	-1.6	-0.67	1654	5.6	4.1	6.4	25%	-2.1	1066	22%	3%
Cc1oc(C(=O)O)cc1COc1ccc2c3c(c(=O)oc2c1)CCC3	i	i	5	1.4	0.26	0.76	-0.049	0.94	778	1.7	1.6	8.6	1%	-2.0	1138	-6%	8%
COC(=O)c1ccc(OCCN2C3=NCCN3c3ccccc32)cc1	i	i	5	-0.44	-0.015	0.026	0.5	0.76	1007	5.1	2.2	4.9	17%	0.4	1164	26%	14%
CC1CCCCN1C(=O)CSc1nnc(-c2cccnc2)n1C1CCCCC1 (stereo not given)	i	i	-3	0.33	-0.25	0.34	1.3	/	/	3.2	1.8	3.1	-8%	-0.7	1072	-17%	3%
Cc1cc(NC(=O)C(C)SCC(=O)O)no1 (stereo not given)	i	i	-3	1.4	-0.18	0.7	0.16	-0.21	1275	3.0	1.5	3.2	6%	-1.2	1070	-41%	5%
O=C(/C=C/Nc1ccccc1C(F)(F)F)c1ccco1	i	i	5	0.19	-0.075	0.15	-1.7	-0.08	1168	2.1	2.2	4.8	-186%	0.6	1573	-62%	10%
C=CCn1c(O)c(C2=c3ccccc3=NC2=O)s/c1=N/c1nccs1	/	i	13	-0.32	-0.21	0.0099	0.6	0.77	1058	1.7	5.1	9.9	7%	0.7	1165	-34%	7%

Copied from the list.
P. falciparum M17LAP result of `C=CCn1c(O)c(C2=c3ccccc3=NC2=O)s/c1=N/c1nccs1` stands at 7%
Insulin prom up cell count result of `O=C(c1ccc(Cl)c([N+](=O)[O-])c1)N(Cc1ccc(Cl)cc1)C1CCS(=O)(=O)C1` (stereo not given) stands at 1240

The listing continues.
SMILES	Yfh1-off respiration	Autophagy HCS	Autophagy HCS cell loss 18 h	Dynein cargo inh	Dynein cargo inh cytoplasmic EGFP	Dynein cargo inh nuclear GR-EGFP	Dynein cargo inh cell count	Insulin prom up	Insulin prom up cell count	MT stabilize HCS	MT stabilize HCS Hoechst-high %	MT stabilize HCS cytotoxicity %	NOD2 inhibition	bCat nuc transl	bCat nuc transl cell count 5 µM	NOD1 inhibition	P. falciparum M17LAP
CCOC(=O)C1CCN(C(=O)COc2ccc(Cl)cc2C)CC1	i	i	5	0.4	-0.27	0.25	0.62	/	/	0.8	1.1	9.7	2%	/	/	1%	-4%
COc1cccc(OCCOc2cccc(/C=N/n3cnnc3)c2)c1	i	i	3	1.5	-0.27	1.6	-0.63	-5.3	529	3.8	1.5	52	-52%	-0.4	1066	-21%	2%
CCCc1cc(-c2n[nH]c(C(=O)OCC)c2-c2cscn2)c(O)cc1O	i	i	8	0.27	-0.25	-0.82	0.94	-0.85	1371	1.9	2.7	4.0	15%	-3.4	1453	4%	13%
Cn1nc(CC(=O)Nc2ccc3c(c2)OCCO3)c2ccccc2c1=O	i	i	18	0.17	-0.19	0.63	0.23	-5	714	4.1	2.3	9.9	31%	/	/	31%	16%
CCOC(=O)c1cc(-c2csc(-c3ccc(C(C)(C)C)cc3)n2)on1	i	/	/	0.48	-0.31	0.2	-0.17	-1	1354	/	/	/	4%	-3.8	1247	2%	-1%
N=C1CCCN1CC(=O)c1cccs1	i	i	15	-0.57	-0.21	-0.68	0.6	1.3	1237	2.4	1.8	5.9	8%	-0.8	1426	-10%	4%
NNC(=O)Cc1csc(-c2ccccc2)n1	i	/	/	-0.42	5.1	0.72	-0.76	0.27	1400	/	/	/	13%	-0.6	1024	6%	2%
CCCc1cc(=O)[nH]c(SCC(=O)N2N=C(c3ccc(Cl)cc3)CC2c2ccco2)n1 (stereo not given)	i	i	-3	1.5	-0.22	0.67	-1.3	1	1395	4.6	2.5	3.7	-6%	-0.1	908	-4%	17%
O=C(O)CCN(Cc1ccccc1)S(=O)(=O)c1c(Cl)cccc1Cl	i	i	7	-0.013	-0.18	-0.29	1.1	-0.07	1615	2.2	1.3	1.5	0%	0.7	986	-19%	1%
C#CC(C)(CC)NC(=O)Cn1nnc(-c2ccc(S(C)(=O)=O)cc2)n1 (stereo not given)	i	i	10	2.3	0.057	2.3	-1.3	-0.67	1269	6.1	1.8	6.2	10%	0.7	1336	-3%	-3%
CC(Nc1cc(=O)n(C)c(=O)n1C)c1ccccc1 (stereo not given)	i	i	11	-0.33	-0.0014	0.14	0.21	-0.05	1163	2.9	1.6	7.1	15%	-0.1	1164	-16%	-8%
